CFTR F508del cor: correctors of CFTR F508del function in bronchial epithelial cells | CFBE cells, YFP halide quenching; stimulated with forskolin plus potentiator P3; % fluorescence drop versus neutral controls | activity (quench increase), % at 7.58 µM | 350,000 compounds, 0.36% hits | AID 720511;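 active = mean added fluorescence quench of at least 8% versus neutral control, with both replicates also reaching 8%; inconclusive = only one of the mean or replicate conditions met; inactive = mean below 8% and not both replicates reaching 8%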;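 note: cells transiently co-express mutant CFTR-F508del with the halide-sensitive YFP; corrector assay measuring rescue of mutant channel to the surface after 24 h compound exposure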
DENV2 CPE: DENV2-induced cell death inhibition. CPE inhibition, % at 9.99 µM. DENV2-infected cells, cytopathic effect rescue, plate reader. AID 651640. 350,000 compounds, 1.7% hits; in the data active = CPE inhibition above about 20%, passing the limit was not always enough; inconclusive = no clear call, values can overlap the other calls; tested in BHK-21 cells;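 note: 0% = median of neutral control wells and 100% = median of positive control wells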
SIRT5 block: inhibitors of human sirtuin-5 desuccinylase | Q9NXA8 | Purified SirT5, succinyl-peptide AMC, trypsin-coupled fluorescence | inhibition, % at 15 µM | 330,000 compounds, 1.1% hits; in the data active = inhibition above about 15%; inconclusive = no clear call, values can overlap the other calls
Target sequence (Q9NXA8 whole entry, looked up): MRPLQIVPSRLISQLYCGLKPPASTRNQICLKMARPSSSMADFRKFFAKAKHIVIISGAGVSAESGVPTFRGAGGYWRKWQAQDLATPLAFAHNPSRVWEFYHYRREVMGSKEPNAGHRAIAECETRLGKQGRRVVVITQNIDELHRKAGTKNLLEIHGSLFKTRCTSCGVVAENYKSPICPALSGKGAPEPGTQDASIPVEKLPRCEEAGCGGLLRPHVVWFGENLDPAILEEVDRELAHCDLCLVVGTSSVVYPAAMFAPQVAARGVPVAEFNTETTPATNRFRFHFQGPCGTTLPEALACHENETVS
ERAP1 HTS inh: blocks human ERAP1 aminopeptidase activity. Q9NZ08. AID 652197. inhibition, % at 10.7 µM. 340,000 compounds, 0.15% hits. recombinant ERAP1, Leu-AMC fluorescence, 60 min;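 active = mean replicate inhibition of at least 30%, or all replicates individually reaching that 30% level; inactive = mean below 30% and not every replicate reaching it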;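 note: 0% = neutral control wells and 100% = L-leucinethiol positive control wells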
Casp6 inh: caspase-6 (human) enzyme inhibition; P55212; purified caspase-6, Z-VEID-R110 cleavage fluorescence; inhibition, % at 12.5 µM; 350,000 compounds, 0.53% hits; AID 686996;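 active = mean inhibition across replicates at least about 35%, with every replicate also reaching that limit, limit read from the data; inconclusive = only one of the two criteria met; inactive = neither criterion met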;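 note: 0% = median of neutral control wells and 100% = no fluorescence left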
Target sequence (P55212 24-179 limits assumed): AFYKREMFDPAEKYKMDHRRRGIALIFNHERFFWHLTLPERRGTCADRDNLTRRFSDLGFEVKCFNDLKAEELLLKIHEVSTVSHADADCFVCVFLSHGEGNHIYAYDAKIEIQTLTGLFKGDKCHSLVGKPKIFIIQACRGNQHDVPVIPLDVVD
Target sequence (P55212 194-293 limits assumed): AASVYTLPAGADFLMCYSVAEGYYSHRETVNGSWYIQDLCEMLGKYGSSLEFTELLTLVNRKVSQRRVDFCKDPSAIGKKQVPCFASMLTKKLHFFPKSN
miR122 inh: miR-122 inhibition in Huh7 cells. activation (reporter increase), % at 12.5 µM. 340,000 compounds, 0.3% hits. AID 602342. Huh7 miR-122 Renilla luciferase sensor, 48 h; neutral wells = 0, positive control = 100;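 active = mean replicate activation score at least 90 and every replicate individually at or above 90; inconclusive = only one of the two criteria met; inactive = neither criterion met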;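 note: higher luciferase means less miR-122 activity so hits act as miR-122 inhibitors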
ERp5 inh: blocks human ERp5 reductase activity on insulin; ERp5 insulin aggregation, absorbance 650 nm, 90 min; inhibition, % at 9.99 µM; 350,000 compounds, 0.05% hits;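 active = mean replicate inhibition above about 25%, with every replicate also reaching it, limit read from the data, passing the limit was not always enough; inconclusive = only one of those two criteria met; inactive = neither criterion met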
Target sequence (Q15084 whole entry, looked up): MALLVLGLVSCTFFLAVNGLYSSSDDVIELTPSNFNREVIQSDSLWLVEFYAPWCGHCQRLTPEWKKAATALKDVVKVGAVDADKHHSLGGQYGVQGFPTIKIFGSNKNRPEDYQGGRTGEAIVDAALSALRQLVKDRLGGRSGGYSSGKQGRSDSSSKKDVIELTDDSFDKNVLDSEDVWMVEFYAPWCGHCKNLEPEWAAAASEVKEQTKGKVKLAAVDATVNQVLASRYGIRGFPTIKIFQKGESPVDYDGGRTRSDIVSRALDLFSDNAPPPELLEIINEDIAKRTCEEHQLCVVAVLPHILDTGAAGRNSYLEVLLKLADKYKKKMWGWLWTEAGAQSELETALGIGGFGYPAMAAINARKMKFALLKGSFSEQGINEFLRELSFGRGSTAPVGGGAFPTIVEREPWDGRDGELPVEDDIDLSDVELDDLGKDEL
An asterisk follows results filed as active; u = inconclusive; x = no result given; [ ] = another dose, or the depositor's remark.

Start of the data: the first 17 records (preview)
SMILES | CFTR F508del cor | DENV2 CPE | SIRT5 block | ERAP1 HTS inh | Casp6 inh | miR122 inh | ERp5 inh
O=C(c1ccc(Cl)cc1)n1c(NCc2ccccc2)n[nH]c1=S | 0.4 | x | 0 | 1 | 0 | x | 3
COCCNC(=O)C1CC2Cn3c(nc4cc(Cl)c(Cl)cc43)C2N1C (stereo not given) | 0.1 | -7 | -3 | 1 | -2 | 6 | 7
O=C(Cc1cccs1)Nc1ccccc1F | -1.0 | 1 | -13 | -3 | 1 | 5 | -2
COc1ccc(-n2c(SCC(=O)Nc3sc4c(c3C#N)CCCC4)nnc2-c2ccc(O)cc2)cc1 | x | x | 2 | -3 | -4 | -16 | -5
O=C(C[C@H]1C[C@H]2c3cc(NC(=O)Nc4ccccc4)ccc3O[C@H]2[C@@H](CO)O1)NCc1ccncc1 | -0.7 | -12 | 18* | 1 | -1 | -2[16.7 µM] | 7
C[C@@H]1CN([C@@H](C)CO)C(=O)c2cc(NS(=O)(=O)c3ccccc3)ccc2O[C@H]1CN(C)C(=O)Nc1ccc2c(c1)OCO2 | -0.1 | 6 | x | 2 | -1 | 2[16.7 µM] | 58*
Cc1ccc(S(=O)(=O)N2CCOCC2)cc1NC(=O)COC(=O)CCc1c[nH]c2ccccc12 | 4.6 | -6 | -2 | 1 | -2 | -3 | -2
Cc1cccc2c(=O)n3c(cc12)-c1[nH]c2ccccc2c1CC3 | 1.5 | -15 | x | -2 | 2 | x | 2
COc1ccc(S(=O)(=O)N(C)C[C@@H]2OCCCC[C@H](C)Oc3ccc(NS(=O)(=O)c4cccs4)cc3C(=O)N([C@@H](C)CO)C[C@H]2C)cc1 | 1.5 | -18 | 19* | 2 | -3 | -15[16.7 µM] | 1
Cc1cccc(C)c1OCc1cc(C(=O)N2CC3C[C@@H]4CC2C[C@H](C3)C4)no1 | -1.3 | 15 | 8 | 1 | 3 | -3 | -2
O=C(Nc1ccc2c(c1)[C@H]1C[C@@H](CC(=O)N3CCOCC3)O[C@@H](CO)[C@H]1O2)C1CCOCC1 | -2.3 | -6 | -6 | 0 | 0 | -8 | 2
Cc1cccc(OCC(=O)NC2CCCc3ccccc32)c1C (stereo not given) | -0.4 | x | -2 | -4 | -2 | 14 | 3
CCN(C(=O)CSc1n[nH]c(N)n1)C1CCCCC1 | 0.5 | -11 | -1 | 2 | -2 | -13 | 5
O=CN1CCN(C(=O)c2ccc(Br)o2)CC1 | 2.7 | 9 | -2 | 3 | -3 | 2 | -5
CC1(C(=O)NCc2ccccc2)CN(S(C)(=O)=O)CC(=O)N1Cc1ccco1 (stereo not given) | 1.8 | -3 | -3 | 6 | 0 | x | -3
Cc1ccccc1NC(=O)CSc1cn[nH]n1 | -5.3 | 11 | 2 | -5 | -2 | -5 | -2
C[C@@H]1CCCCO[C@H](CN(C)S(=O)(=O)c2ccc(F)cc2)[C@H](C)CN([C@H](C)CO)C(=O)c2cc(NS(=O)(=O)c3ccccc3)ccc2O1 | -0.3 | 2 | 1 | 2 | -1 | -2[16.7 µM] | 2

This part in full, previewed entries included:
SMILES | CFTR F508del cor | DENV2 CPE | SIRT5 block | ERAP1 HTS inh | Casp6 inh | miR122 inh | ERp5 inh
O=C(c1ccc(Cl)cc1)n1c(NCc2ccccc2)n[nH]c1=S | 0.4 | x | 0 | 1 | 0 | x | 3
COCCNC(=O)C1CC2Cn3c(nc4cc(Cl)c(Cl)cc43)C2N1C (stereo not given) | 0.1 | -7 | -3 | 1 | -2 | 6 | 7
O=C(Cc1cccs1)Nc1ccccc1F | -1.0 | 1 | -13 | -3 | 1 | 5 | -2
COc1ccc(-n2c(SCC(=O)Nc3sc4c(c3C#N)CCCC4)nnc2-c2ccc(O)cc2)cc1 | x | x | 2 | -3 | -4 | -16 | -5
O=C(C[C@H]1C[C@H]2c3cc(NC(=O)Nc4ccccc4)ccc3O[C@H]2[C@@H](CO)O1)NCc1ccncc1 | -0.7 | -12 | 18* | 1 | -1 | -2[16.7 µM] | 7
C[C@@H]1CN([C@@H](C)CO)C(=O)c2cc(NS(=O)(=O)c3ccccc3)ccc2O[C@H]1CN(C)C(=O)Nc1ccc2c(c1)OCO2 | -0.1 | 6 | x | 2 | -1 | 2[16.7 µM] | 58*
Cc1ccc(S(=O)(=O)N2CCOCC2)cc1NC(=O)COC(=O)CCc1c[nH]c2ccccc12 | 4.6 | -6 | -2 | 1 | -2 | -3 | -2
Cc1cccc2c(=O)n3c(cc12)-c1[nH]c2ccccc2c1CC3 | 1.5 | -15 | x | -2 | 2 | x | 2
COc1ccc(S(=O)(=O)N(C)C[C@@H]2OCCCC[C@H](C)Oc3ccc(NS(=O)(=O)c4cccs4)cc3C(=O)N([C@@H](C)CO)C[C@H]2C)cc1 | 1.5 | -18 | 19* | 2 | -3 | -15[16.7 µM] | 1
Cc1cccc(C)c1OCc1cc(C(=O)N2CC3C[C@@H]4CC2C[C@H](C3)C4)no1 | -1.3 | 15 | 8 | 1 | 3 | -3 | -2
O=C(Nc1ccc2c(c1)[C@H]1C[C@@H](CC(=O)N3CCOCC3)O[C@@H](CO)[C@H]1O2)C1CCOCC1 | -2.3 | -6 | -6 | 0 | 0 | -8 | 2
Cc1cccc(OCC(=O)NC2CCCc3ccccc32)c1C (stereo not given) | -0.4 | x | -2 | -4 | -2 | 14 | 3
CCN(C(=O)CSc1n[nH]c(N)n1)C1CCCCC1 | 0.5 | -11 | -1 | 2 | -2 | -13 | 5
O=CN1CCN(C(=O)c2ccc(Br)o2)CC1 | 2.7 | 9 | -2 | 3 | -3 | 2 | -5
CC1(C(=O)NCc2ccccc2)CN(S(C)(=O)=O)CC(=O)N1Cc1ccco1 (stereo not given) | 1.8 | -3 | -3 | 6 | 0 | x | -3
Cc1ccccc1NC(=O)CSc1cn[nH]n1 | -5.3 | 11 | 2 | -5 | -2 | -5 | -2
C[C@@H]1CCCCO[C@H](CN(C)S(=O)(=O)c2ccc(F)cc2)[C@H](C)CN([C@H](C)CO)C(=O)c2cc(NS(=O)(=O)c3ccccc3)ccc2O1 | -0.3 | 2 | 1 | 2 | -1 | -2[16.7 µM] | 2
Cc1ccc(-c2cc(C(F)(F)F)n3ncc(C(=O)N4CCCc5ccccc54)c3n2)cc1 | 1.1 | 9 | 0 | -3 | -1 | -2 | -2
CC(=O)Nc1cccn(Cc2c(Cl)cccc2Cl)c1=O | -0.8 | 16 | 0 | -2 | 7 | x | -9
CC(C)CC#Cc1ccc2c(c1)O[C@@H](CN(C)C(=O)C1CCC1)[C@H](C)CN([C@@H](C)CO)S2(=O)=O | 0.1 | -4 | 6 | -1 | 5 | 48[16.7 µM] | 0
O=C(c1ccco1)N1CCN(c2c([N+](=O)[O-])nn(-c3ccc(Cl)cc3)[n+]2[O-])CC1 | -1.5 | 0 | -1 | x | 1 | -2 | 5
COCCOC(=O)N1C(=O)[C@@]2(c3ccccc31)[C@H](c1ccccc1OCCO)N1[C@H](c3ccccc3)[C@H](c3ccccc3)OC(=O)[C@H]1[C@@H]2C(=O)N1CCN(c2ncccn2)CC1 | 3.2 | 5 | 14 | -3 | 3 | x | 0
CCN(CC(=O)Nc1ccccc1C(F)(F)F)C(=O)c1ccc2c(c1)NC(=O)C(C)S2 (stereo not given) | -1.2 | u | x | -1 | 4 | 0 | -5
CC1CN(C(=S)Nc2ccc(Cl)cc2)CC(C)O1 (stereo not given) | -2.1 | 0 | 1 | -6 | -3 | 11 | 4
COc1ccccc1CNC(=O)COC(=O)CNS(=O)(=O)c1ccc(NC(C)=O)cc1 | 1.7 | 1 | 0 | -5 | 1 | 1 | -11
COc1ccc2c3c([nH]c2c1)[C@@H](CO)N(C(=O)CN1CCOCC1)CC31CCN(Cc2ccccc2)CC1 | 1.5 | -9 | 1 | 0 | 1 | x | -5
CCC(C)NC(=O)c1ccc(NC(=O)CC2SC(N3CCCCC3)=NC2=O)cc1 (stereo not given) | -0.8 | 13 | -2 | 1 | -1 | -9 | -9
NNC(=O)C1=NOC2COC3(CCN(c4ncccn4)CC3)OCC12 (stereo not given) | -2.0 | -2 | -3 | -6 | x | -6 | -1
C[C@@H]1CN([C@H](C)CO)S(=O)(=O)c2ccc(-c3ccccc3)cc2O[C@H]1CN(C)C(=O)Nc1ccccc1F | -2.5 | -10 | 6 | 0 | 2 | 7[16.7 µM] | 2
CCN1CCN(CCC(=O)Nc2ccc(Br)c(C)c2)CC1 | -3.0 | 23* | -3 | 1 | -24 | 10 | 2
O=C(CSc1ccc2c(c1)OCCO2)Nc1ccccc1 | 1.4 | 6 | x | -2 | 0 | 6 | 1
Brc1nc(Br)n(Cc2ccccc2)n1 | 1.0 | -6 | -6 | 0 | -2 | -3 | -2
COCc1cc(C)nc2sc(C(=O)N3CCCC3)c(N)c12 | 0.4 | x | 1 | 14 | 4 | x | 1
Cc1cccc(C(C)C)c1-n1nnnc1-c1ccccc1 | -2.6 | -1 | -4 | 1 | -1 | 57 | -9
COc1ccc(CN(CC(=O)NCc2ccc(F)cc2)C(=O)CCC(=O)Nc2nccs2)cc1 | -0.2 | 7 | -2 | 0 | -1 | -6 | -3
COC(=O)[C@]1(Cc2ccccc2)N[C@H](CN(C)S(=O)(=O)c2ccc(C(F)(F)F)cc2)[C@@H]2C(=O)N(Cc3ccccc3)C(=O)[C@@H]21 | -0.7 | -15 | 6 | -2 | 4 | -11 | 3
Cc1cc2nc[nH]c(=O)n2n1 | -3.9 | -11 | x | -1 | -3 | x | 6
CC(=O)c1c(C)[nH]c(C(=O)OCC(=O)NCC(C)C)c1C | -0.9 | 4 | -2 | -1 | -3 | x | -1
CS(=O)(=O)N(CC(=O)N1CCN(Cc2ccccc2)CC1)c1cccc(Cl)c1 | 1.3 | 4 | 4 | 1 | 0 | 4 | -3
Cc1ccc2nc(NC(=O)CS(=O)(=O)Cc3ccccc3)sc2c1 | 1.6 | -6 | -2 | 3 | -5 | 1 | -6
COc1ccccc1CN(C)C(=O)CSc1nnc(C2CC2)n1C1CC1 | -4.4 | -4 | -3 | -8 | -5 | -4 | 2
Cn1cc(/C=N\O)nc2c(=O)n(-c3ccccc3)c(=O)nc1-2 | 3.3 | -3 | 5 | 9 | 4 | 2 | 2
COc1ccc(NC(=O)c2cccc3c2C(=O)N(C2CCCCC2)C3)cc1 | 0.5 | -3 | -1 | -7 | 3 | 5 | 6
CC=Cc1ccc2n(c1=O)C[C@@H]1[C@@H](CO)[C@H](C(=O)NCC(F)(F)F)N(CCC)[C@H]21 (mixture of isomers) | -0.6 | u | 5 | 1 | -4 | -3[16.7 µM] | 1
Cc1cc(SCc2c(F)cccc2Cl)nc(=O)[nH]1 | -1.4 | 4 | -1 | 0 | -1 | 2 | 4
O=C(/C=C/Nc1ccc(F)cc1)c1ccc(Br)cc1 | 1.4 | -6 | -2 | -2 | 9 | -1 | 9
Cc1ccc2nc(SCC(=O)Nc3cc(C)on3)[nH]c2c1 | 0.2 | 6 | 0 | 0 | 1 | -3 | -5
CCCS(=O)(=O)N1CCn2c(nc3ccccc32)C1 | -4.3 | -5 | 15* | 2 | -1 | -3 | 0
COc1ccn(C2CCCCO2)c(=O)n1 (stereo not given) | -0.7 | -7 | x | 3 | 2 | -6 | 2
O=C(O)C1CCCCC1C(=O)Nc1cccc(Br)c1 (stereo not given) | 1.3 | -4 | x | -9 | 75* | -4 | -5
Cc1ccccc1C(=O)Nc1ccc(-c2nnc(SC(C)C(=O)O)n2C)cc1 (stereo not given) | -0.2 | 3 | 1 | -2 | -1 | -6 | 0
CCCN1[C@@H]2Cn3c(ccc(/C=C/c4ccccc4)c3=O)[C@H]1[C@@H](C(=O)NCc1ccccn1)[C@@H]2CO | -1.2 | 4 | -64 | -288 | 1 | -2[16.7 µM] | 4
C[C@@H]1CCCCO[C@H](CN(C)C(=O)Nc2ccc3c(c2)OCO3)[C@H](C)CN([C@H](C)CO)C(=O)c2cc(NC(=O)CCCN(C)C)ccc2O1 | -0.2 | -4 | 2 | 0 | 7 | -4[16.7 µM] | -1
